Compound activity: PubChem BioAssay, several laboratories
Exocytosis inh: blocks lytic granule exocytosis. inhibition, % at 10 µM. TALL-104 LAMP-1 surface exposure, flow cytometry; cells stimulated with thapsigargin and PMA. 360,000 compounds, 0.66% hits. AID 651702;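 active = inhibition above about 55%, limit read from the data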
NOD2-RIPK2 inh: inhibitors of human NOD2-RIPK2 interaction; O43353; CHO BLA complementation NOD2-RIPK2, CCF4 ratio; inhibition, % at 4.98 µM; 360,000 compounds, 0.38% hits; in the data active = inhibition above about 21%;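 also: 0% = vehicle only and 100% = reference blocker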
aDG glyco up: alpha-DG glycosylation activation; Pro5-aDG cells, alpha-DG glycosylation AlphaScreen (IIH6); 0% Pro5, 100% B10-LARGE cell signal; activation, % at 10 µM; AID 624168; 360,000 compounds, 0.22% hits;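 active = activation of at least 8% versus controls, or a plate z-score of at least 8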;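 also: Pro5 are CHO cells carrying HIG-tagged alpha-DG that lacks glycosylation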
MC4R barr agon: agonists of human melanocortin 4 receptor (MC4R) beta-arrestin; U2OS MC4R beta-arrestin complementation, luminescence; percent of melanotan II response, DMSO zero; activation, % at 8.9 µM; 360,000 compounds, 0.98% hits; AID 540308;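 active = activation above a per-plate cutoff, the mean activation of sample wells on that plate plus 3 SD, cut at about 8% in these data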
ABHD5-PLIN5 inh: blocks binding of human ABHD5 to perilipin-5. Q00G26+Q8WTS1. Split G. princeps luciferase complementation, luminescence, 4 h. inhibition, % at 4 µM. 360,000 compounds, 0.78% hits. AID 602281;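 active = inhibition above the mean inhibition across every tested compound plus 3 SD, cut at about 22% in these data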;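 also: 0% = DMSO only wells and the 100% control is not disclosed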
Target sequence (Q00G26 whole entry, looked up): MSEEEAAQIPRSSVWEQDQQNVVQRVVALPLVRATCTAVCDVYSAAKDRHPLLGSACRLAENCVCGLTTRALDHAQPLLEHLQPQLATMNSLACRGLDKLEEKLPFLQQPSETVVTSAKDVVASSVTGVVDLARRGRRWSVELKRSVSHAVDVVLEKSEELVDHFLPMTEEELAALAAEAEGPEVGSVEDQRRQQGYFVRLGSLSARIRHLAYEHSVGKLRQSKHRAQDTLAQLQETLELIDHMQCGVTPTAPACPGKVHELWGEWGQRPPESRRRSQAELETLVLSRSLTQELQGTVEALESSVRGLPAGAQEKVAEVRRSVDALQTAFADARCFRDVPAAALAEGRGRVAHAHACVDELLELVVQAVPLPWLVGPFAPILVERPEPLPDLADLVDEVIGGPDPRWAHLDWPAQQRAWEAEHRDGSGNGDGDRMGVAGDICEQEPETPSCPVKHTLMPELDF
Target sequence (Q8WTS1 whole entry, looked up): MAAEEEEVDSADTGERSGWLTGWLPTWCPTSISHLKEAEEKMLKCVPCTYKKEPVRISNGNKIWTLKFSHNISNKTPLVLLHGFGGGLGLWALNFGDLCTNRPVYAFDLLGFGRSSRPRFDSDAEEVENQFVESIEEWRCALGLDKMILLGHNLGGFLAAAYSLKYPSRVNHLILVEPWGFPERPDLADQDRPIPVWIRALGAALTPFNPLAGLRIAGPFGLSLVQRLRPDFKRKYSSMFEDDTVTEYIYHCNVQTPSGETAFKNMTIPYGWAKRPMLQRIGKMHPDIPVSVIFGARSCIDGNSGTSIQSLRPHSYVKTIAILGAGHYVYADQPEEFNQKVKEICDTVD
Vif imaging: inhibitors of HIV Vif. HEK293T cells, Vif self-association by quenched fluorescence, imaging, 24 h. inhibition, % at 7.49 µM. 340,000 compounds, 0.35% hits; in the data active = inhibition above about 50%, passing the limit was not always enough; also: some results filed as inactive read as strong as hits
TLR9-MyD88 inh: inhibitors of human TLR9-MyD88 binding | CHO BLA complementation TLR9-MyD88, CCF4 FRET ratio | inhibition, % at 4.98 µM | 340,000 compounds, 0.21% hits | Q9NR96+Q99836;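 active = inhibition above the mean over all tested compounds plus 3 SD, cut at about 21% in these data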;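 also: 0% = DMSO only wells and 100% = clavulanate BLA inhibitor control wells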
MC4R antagonist: blocks human MC4R cAMP signaling. 360,000 compounds, 0.48% hits. inhibition, % at 6.5 µM. MC4R-expressing cells, MTII-stimulated cAMP, LANCE TR-FRET. AID 540295;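 active = inhibition above its plate's cutoff, the mean of tested wells on that plate plus 3 SD, cut at about 29% in these data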;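 also: 0% = Melanotan II alone and 100% = Melanotan II plus saturating MCL0020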
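system = U2OS cells with stable human MC4R expression | also added = Melanotan II challenge after compound preincubation | dosing = one concentration, 6.5 µM nominal | incubation = compound 30 min, challenge 1 h, detection 1 h | measured by = TR-FRET with Eu-cAMP and labeled anti-cAMP, 671 nm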
ABCB6 inh 2: human ABCB6 transporter inhibition | K562-ABCB6 porphyrin accumulation, flow cytometry, 1 h; active compounds read low | fluorescence ratio to DMSO, % at 10 µM | Q9NP58 | 360,000 compounds, 0.19% hits;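 active = fluorescence ratio to DMSO below 75%, the collection mean minus 3 SD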;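 also: signal is porphyrin accumulated inside mitochondria; 100% equals median channel fluorescence of DMSO control wells; lower ratio means ABCB6 inhibition with less porphyrin fluorescence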
Glyco luc inh: blocks N-linked glycosylation in D54 reporter cells; 360,000 compounds, 0.23% hits; D54 ERlucT glycosylation luciferase reporter, 24 h; percent of 100 nM tunicamycin response; reporter increase, % at 12.5 µM;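 active = mean luciferase reporter signal, scaled so untreated is 0 and the glycosylation-blocking control 100, at or above a set limit in every replicate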;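 also: luciferase carries N-glycosylation sites so blocking glycosylation raises the light; 0% = median of neutral control wells and 100% = median of 100 nM tunicamycin wells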
* hit, by the source's call; nt = no result given. These rows are one share of the data; the hit share may differ from the screen's.

SMILES	Exocytosis inh	NOD2-RIPK2 inh	aDG glyco up	MC4R barr agon	ABHD5-PLIN5 inh	Vif imaging	TLR9-MyD88 inh	MC4R antagonist	ABCB6 inh 2	Glyco luc inh
Cc1cc(N2CCOCC2)nc2ccc(NC(=O)C3CCC(C)CC3)cc12 (stereo unspecified)	-2.1	7.9	0.4	1.5	-0.8	5.4	-8.8	3.2	94.0	1.3
COc1ccc(C(=O)Nc2ccc(S(=O)(=O)N3CCOCC3)cc2)cc1OC	5.0	-4.7	-0.4	-1.9	-1.6	4.5	-49.8	3.1	104.0	0.8
COc1ccccc1C1=NOC(COC(=O)c2ccc(Br)cc2)C1 (stereo unspecified)	-7.1	-0.3	0.2	-0.4	-5.5	-9.0	-11.8	-1.7	108.0	2.8
C#CCOCCOCCOCCNc1nc(N2CCN(C(=O)CCCCCCCCCCNC(=O)[C@H](CCCCN)n3cc(CCO)nn3)CC2)nc(N2CCN(C(=O)CCCCCCCCCCNC(=O)[C@H](CCCN=C(N)N)n3cc(C[C@@H](C)CC)nn3)CC2)n1	-4.8	20.4	-0.4	-2.4	49.7*	72.3*	21.5*	78.2*	96.0	-10.8
C=CCc1ccccc1OCC(=O)N/N=C/c1ccccc1OCC	4.5	12.7	0.0	0.1	-5.1	-7.9	-2.3	0.5	99.0	4.9
N#Cc1nc(Cc2cccc3ccccc23)oc1N1CCOCC1	1.5	0.4	-0.3	-0.8	-9.2	1.0	3.6	-3.5	102.0	-2.6
O=C(NCc1ccc(Cl)cc1)C1CCN(S(=O)(=O)N2CCOCC2)CC1	-2.0	7.3	-0.1	-2.5	3.6	-6.4	9.1	11.5	94.0	-0.7
O=C(CN(C(=O)C1CSC(=O)C1)c1cccc(F)c1)NC1CCCC1 (stereo unspecified)	-1.3	1.1	0.0	-2.2	-1.2	-10.1	1.4	-1.7	87.0	2.8
COc1ccc(-c2csc(Nc3ccccc3)[n+]2Cc2ccccc2)cc1	7.4	-5.1	-0.2	-1.9	-26.9	-2.9	2.9	13.7	97.0	-1.4
CC(=O)c1ccc(NC(=O)c2cn(C)c(=O)c3ccccc23)cc1	0.9	-12.6	-0.1	-0.6	0.9	12.2	1.2	6.3	98.0	12.1

The final four compounds of the part before come first, to join the parts.
SMILES	Exocytosis inh	NOD2-RIPK2 inh	aDG glyco up	MC4R barr agon	ABHD5-PLIN5 inh	Vif imaging	TLR9-MyD88 inh	MC4R antagonist	ABCB6 inh 2	Glyco luc inh
O=C(NCc1ccc(Cl)cc1)C1CCN(S(=O)(=O)N2CCOCC2)CC1	-2.0	7.3	-0.1	-2.5	3.6	-6.4	9.1	11.5	94.0	-0.7
O=C(CN(C(=O)C1CSC(=O)C1)c1cccc(F)c1)NC1CCCC1 (stereo unspecified)	-1.3	1.1	0.0	-2.2	-1.2	-10.1	1.4	-1.7	87.0	2.8
COc1ccc(-c2csc(Nc3ccccc3)[n+]2Cc2ccccc2)cc1	7.4	-5.1	-0.2	-1.9	-26.9	-2.9	2.9	13.7	97.0	-1.4
CC(=O)c1ccc(NC(=O)c2cn(C)c(=O)c3ccccc23)cc1	0.9	-12.6	-0.1	-0.6	0.9	12.2	1.2	6.3	98.0	12.1
COc1ccc(Cl)cc1NC(=O)C(C)OC(=O)Cn1cc(C(F)(F)F)ccc1=O (stereo unspecified)	4.8	7.7	-0.1	-4.3	8.0	-5.1	-6.7	19.2	98.0	1.1
O=C(/C=C/c1ccc(S(=O)(=O)NCc2ccco2)cc1)N1CCN(c2ccccc2)CC1	1.9	-7.8	0.8	0.7	-0.9	-16.2	-6.0	30.6*	104.0	-3.3
N=c1c(S(=O)(=O)c2ccc(Br)cc2)cc2c(=O)n3ccccc3nc2n1C1CCCCC1	-3.0	-10.0	-0.5	-3.6	-8.4	1.8	-2.6	5.8	105.0	-1.5
CSc1nc(N)n2nc(C(C)(C)C)cc2n1	5.0	1.6	0.0	1.1	3.5	-9.1	1.6	5.0	103.0	2.3
O=C(CCC(=O)N(CC(=O)NC1CCCC1)Cc1ccc2c(c1)OCO2)Nc1ccccn1	-1.2	8.8	-0.2	-2.2	-10.9	-9.6	-3.7	4.6	100.0	-0.4
O=C(Nc1cccc(Cl)c1Cl)c1snnc1-c1ccccc1	-1.1	9.9	0.4	1.6	-6.5	-9.1	-4.3	-0.3	98.0	0.0
O=C(NN1CCCCC1)NN1CCCCC1	1.0	-19.6	0.1	nt	-2.8	-2.3	nt	nt	83.0	1.1
O=C(CCCNS(=O)(=O)c1cccc2nsnc12)NC1CCCCC1	0.0	-12.7	-0.2	-1.1	2.9	2.8	-9.3	7.6	97.0	1.4
O=C(COC(=O)COc1cccc(C(F)(F)F)c1)NC(=O)NC1CCCCC1	2.5	-7.8	-0.3	8.7*	-2.1	-10.9	-6.0	-2.2	97.0	1.9
Cc1noc(C)c1CCC(=O)Nc1cc(C(=O)O)ccc1Cl	10.7	-7.2	0.3	-0.2	-4.2	-0.3	-4.6	11.7	89.0	2.8
Cc1ccc(N2C(S)=C(C#N)C(=O)NC23CCCCC3)cc1	31.0	3.9	-0.1	1.8	-10.9	0.7	10.9	3.0	106.0	1.0
Cc1ccc(N(Cc2ccc(C(=O)NCC3CCCO3)cc2)S(C)(=O)=O)cc1C (stereo unspecified)	0.2	-1.0	0.1	-1.3	8.4	-1.5	-8.0	-0.8	98.0	0.3
CC(=O)c1ccc(OCCCC(=O)OCC(=O)N2CCN(c3ccccc3)CC2)cc1	0.7	-8.0	-0.2	-0.2	3.2	nt	-9.1	1.6	92.0	0.7
CC1CC(C)CN(CCCNC(=O)C2CCCN(c3ncnc4c3nc3n4CCCCC3)C2)C1 (stereo unspecified)	-7.8	-1.5	0.9	-0.9	-3.7	-5.5	8.5	19.6	100.0	-3.0
O=C(Oc1cccnc1)c1ccc([N+](=O)[O-])cc1	-1.6	0.8	-0.4	-0.4	2.9	-1.3	-12.4	0.2	99.0	4.0
O=C([C@@H]1CCCN1C1=NS(=O)(=O)c2ccccc21)N1CCN(c2ccccc2)CC1	-5.1	0.7	-0.3	1.8	-8.2	2.0	3.8	13.0	100.0	0.8
COCCn1c(SCC(=O)N2CCCCC2)nc2c(c1=O)SC(C)C2 (stereo unspecified)	-2.8	3.9	0.2	-2.3	-6.4	-0.8	-4.3	18.1	94.0	0.7
CN(C)S(=O)(=O)c1ccc(N=Cc2c(C(F)(F)F)[nH][nH]c2=O)cc1	10.9	-5.3	-0.6	0.0	-2.0	-25.2	-4.2	-1.5	82.0	1.6
CCOC(=O)C1=NNC(C(=O)c2ccc(C)cc2)C1c1ccc(OC)cc1 (stereo unspecified)	-1.7	1.6	0.4	0.6	2.8	5.4	-5.7	14.9	96.0	-0.6
CCOc1cccc(NC(=O)CSc2nncn2N)c1	-2.5	-15.9	0.5	1.9	-16.4	-2.6	0.0	11.6	98.0	-0.5
CC1CCN(c2nc3c(c(=O)[nH]c(=O)n3C)n2Cc2ccccc2)CC1	0.3	-12.0	0.0	-0.8	-2.1	8.1	-0.2	-1.8	98.0	-0.7
COc1ccc(/C(C)=N/NC(=O)OC(C)(C)C)cc1[N+](=O)[O-]	-10.7	3.8	0.2	-2.7	-2.5	-5.5	-3.5	1.9	95.0	-0.6
COc1ccc2c(c1)CCN1C2CCN2C(=O)CCC21 (stereo unspecified)	-10.2	-6.8	0.2	-0.6	1.0	-2.3	-19.3	-0.1	99.0	1.2
O=C(CCNS(=O)(=O)c1ccccc1)NCCCc1ccccc1	-2.2	2.3	-0.1	-3.4	-0.5	-4.5	2.4	-0.9	100.0	1.0
CCC(C)C(Nc1ccc(C(=O)OC)cc1[N+](=O)[O-])C(=O)OC (stereo unspecified)	-3.4	6.5	-0.2	-2.3	-2.8	1.0	-0.7	7.3	101.0	2.6
O=C1CC(N2CCN(S(=O)(=O)c3ccccc3)CC2)C(=O)N1c1ccccc1 (stereo unspecified)	0.9	-5.2	-0.2	-0.3	-8.2	0.1	3.7	-10.1	97.0	-0.1
CC(C)NC(=O)c1n[nH]c(=O)c2ccccc12	2.7	-8.6	0.5	0.7	8.0	16.1	6.6	1.2	101.0	1.5
O=C(O)C1CCCCC1C(=O)Nc1ccc(S(=O)(=O)N2CCCCC2)cc1 (stereo unspecified)	-2.4	-6.8	-0.2	-0.1	-7.0	7.8	-2.7	1.2	97.0	1.1
CCCCN1C(=S)NC[C@@H]1Cc1cccc2ccccc12	-3.2	-6.7	0.3	-0.1	7.0	nt	-0.8	6.8	98.0	-1.6
CCCC(=O)Nc1nnc(S(=O)(=O)N2CCCC2)s1	-1.5	3.1	0.2	-0.2	-7.9	12.6	1.2	6.3	98.0	2.0
C/C(=C\c1ccccc1)C1NC(=O)c2c(sc3c2CCCC3)N1 (stereo unspecified)	0.4	-7.2	-0.5	2.2	-8.9	-7.4	-7.1	2.8	104.0	-5.2
CCN(CC)C(=O)[C@H]1C[C@H](CC(=O)NCCN2CCOCC2)C(=O)N2CCc3c([nH]c4cc(-c5ccco5)ccc34)[C@]12C	2.2	5.2	0.4	1.6	21.4	0.6	0.7	10.6	90.0	-3.0
O=C/C(=C\Nc1ccc(Br)cc1)c1nc2ccccc2o1	14.1	1.0	0.0	-1.7	-0.3	-1.5	3.0	16.0	100.0	3.0
O=C(CC12CC3CC(CC(C3)C1)C2)NCc1ccc(F)cc1	8.4	-0.9	0.5	7.7	-4.9	-12.8	-11.2	8.7	100.0	-0.2
Cc1cccc(C)c1OCCCCCNCCO	-2.1	-2.2	-0.1	1.6	6.7	-0.6	-2.6	-5.3	107.0	-0.4
COc1ccc(C(CNC(=O)CNS(=O)(=O)c2ccc(NC(C)=O)cc2)N2CCOCC2)cc1 (stereo unspecified)	-2.0	-4.4	0.8	-2.4	-9.8	-0.6	0.7	10.4	99.0	2.2
CC(C)(C)n1nnnc1C(c1ccc(C(F)(F)F)cc1)N(Cc1ccccc1)Cc1ccco1 (stereo unspecified)	1.2	-15.5	0.2	-1.8	-5.8	-3.9	2.2	4.2	97.0	-9.1
O=C(NCC(=O)N1CCN(c2ccccc2)CC1)c1ccccc1	-1.6	5.9	-0.1	-0.3	2.6	9.8	-3.5	7.1	99.0	0.5
OCC[C@@H]1C[C@H](O)[C@@H](O)[C@@]2(Cc3ccccc3O2)O1	-3.1	-2.2	-0.1	-1.3	11.8	12.5	-2.9	5.7	101.0	0.8
O=C(Nc1ccccc1O)c1csc2c1CCCC2	0.0	-4.6	-0.2	-1.2	-9.1	-8.1	6.9	-2.7	97.0	-2.1
Cc1ccc(S(=O)(=O)CC(=O)NCc2ccc(Cl)cc2)cc1	3.9	-6.1	-0.1	-0.2	-4.3	2.5	-5.0	16.1	98.0	0.1
Cc1cc(C(C)(C)C)ccc1NC(=O)CC(C)(C)CC(=O)O	-0.2	-13.5	0.0	-1.3	5.0	-5.1	nt	1.8	99.0	0.7

Shown as comma-separated lines: entries from further up.
molecule,Exocytosis inh,NOD2-RIPK2 inh,aDG glyco up,MC4R barr agon,ABHD5-PLIN5 inh,Vif imaging,TLR9-MyD88 inh,MC4R antagonist,ABCB6 inh 2,Glyco luc inh
CC(C)(C)n1nnnc1C(c1ccc(C(F)(F)F)cc1)N(Cc1ccccc1)Cc1ccco1 (stereo unspecified),1.2,-15.5,0.2,-1.8,-5.8,-3.9,2.2,4.2,97.0,-9.1
O=C(NCC(=O)N1CCN(c2ccccc2)CC1)c1ccccc1,-1.6,5.9,-0.1,-0.3,2.6,9.8,-3.5,7.1,99.0,0.5
